From PubChem BioAssay
14-3-3g Raf – modulators of human 14-3-3 gamma - Raf peptide interaction. P61981. FP, 14-3-3gamma / TMR-pS259-Raf peptide binding. inhibition, % at 40 µM. 0.19% of 160,000 active; in the data active = inhibition above about 30%;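 note: 0% = protein plus tracer without compound and 100% = blank with tracer alone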
Target sequence (P61981 whole entry, looked up): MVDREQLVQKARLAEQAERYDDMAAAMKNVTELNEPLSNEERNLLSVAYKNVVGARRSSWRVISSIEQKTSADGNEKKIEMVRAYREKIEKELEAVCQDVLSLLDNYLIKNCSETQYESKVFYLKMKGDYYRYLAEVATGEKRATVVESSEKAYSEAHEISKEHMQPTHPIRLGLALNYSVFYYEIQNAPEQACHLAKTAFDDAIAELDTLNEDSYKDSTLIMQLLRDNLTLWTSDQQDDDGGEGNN
Starred values were filed as active, the others as inactive; & = joins results of further samples. These rows are one share of the data. The share of hits here may be higher or lower than overall.

The first seven records (preview)
SMILES	14-3-3g Raf
COc1cc(C2C3=C(CC(c4ccccc4)CC3=O)Nc3ccccc3N2C(=O)C2CC2)cc(OC)c1OC (stereo unspecified)	3.1
O=C(Oc1ccc(OC(=O)c2ccncc2)c(Br)c1)c1ccncc1	-2.5
CCCCN(C)S(=O)(=O)c1ccc(C(=O)Nc2ccc(-c3nc4ccccc4[nH]3)cc2)cc1	7.7
COCCNC(=O)c1cn(CC(C)C)c(=O)c2c1c1ccccc1n2C	-4.1
Cc1ccc(NC(=O)CN2C(=O)C(C)Oc3ccccc32)nc1 (stereo unspecified)	-4.3
CN1CCN(CCCNC(=O)c2ccc3c(=O)n(Cc4ccc(Cl)cc4)c(=S)[nH]c3c2)CC1	-2.5
CCCOC(=O)c1ccc(-c2c(C)noc2-c2ccc(OC)cc2O)o1	-2.2

This part in full, previewed entries included:
SMILES	14-3-3g Raf
COc1cc(C2C3=C(CC(c4ccccc4)CC3=O)Nc3ccccc3N2C(=O)C2CC2)cc(OC)c1OC (stereo unspecified)	3.1
O=C(Oc1ccc(OC(=O)c2ccncc2)c(Br)c1)c1ccncc1	-2.5
CCCCN(C)S(=O)(=O)c1ccc(C(=O)Nc2ccc(-c3nc4ccccc4[nH]3)cc2)cc1	7.7
COCCNC(=O)c1cn(CC(C)C)c(=O)c2c1c1ccccc1n2C	-4.1
Cc1ccc(NC(=O)CN2C(=O)C(C)Oc3ccccc32)nc1 (stereo unspecified)	-4.3
CN1CCN(CCCNC(=O)c2ccc3c(=O)n(Cc4ccc(Cl)cc4)c(=S)[nH]c3c2)CC1	-2.5
CCCOC(=O)c1ccc(-c2c(C)noc2-c2ccc(OC)cc2O)o1	-2.2
N#Cc1cnc(SCC(=O)Nc2ccccc2C(F)(F)F)nc1N	-5.9
Cn1c(=O)[nH]c(=O)c2c1ncn2Cc1ccc([N+](=O)[O-])cc1	-16.9
Cc1cc(C)c(S(=O)(=O)Nc2cc(S(=O)(=O)N3CCC(C)CC3)ccc2N2CCC(C)CC2)c(C)c1	0.2
CCC(=O)N(CCO)Cc1cc2ccc(C)c(C)c2[nH]c1=O	-2.2
CC(C(=O)Nc1ccc(CC#N)cc1)N(c1ccccc1)S(C)(=O)=O (stereo unspecified)	-4.1
O=C(NC1CCCCC1)NC1CCN(CC(=O)N2CCOCC2)CC1	-2.6
NC(=O)c1ccsc1NC(=O)CN1C(=O)C2CC=CCC2C1=O (stereo unspecified)	-6.8
C=CCNC(=O)c1ccc2c(c1)N(Cc1ccc(F)cc1)C(=O)CS2	-6.1
C/C(N)=C(/C#N)C(=O)COC(=O)CCSc1ccccc1	-5.7
O=C(NCCc1ccccc1Cl)c1ccc(Cn2c(=S)[nH]c3ccc(N4CCOCC4)cc3c2=O)cc1	-9.5
CCC1=Nc2cc(C(=O)NCc3ccc(OC)cc3)ccc2Sc2ccc(Cl)cc21	-29.0
Cc1ccc(-c2nnc(SCC#N)n2N)cc1	-5.4
c1coc(CNc2nc3nonc3nc2NCc2ccco2)c1	-10.5
CCOC(=O)c1cc(NC(=O)N2CCOCC2)c(C)nc1C	-6.6
CSc1nsc(SCC(=O)Nc2cccc(C(C)=O)c2)n1	0.6
COc1ccc(NC(=O)c2c(NCc3cccn3C)sc3c2CCCC3)cc1	-37.3
C=CCNC(=O)c1cc(-c2ccccc2OC)on1	2.5
Cc1cccc(-n2ccnc2SCC(=O)Nc2ccc(OC(F)(F)F)cc2)c1	-6.6
Cc1ccccc1-n1nc2c(c1NC(=O)c1ccc(S(=O)(=O)N3CCCC3)cc1)CS(=O)(=O)C2	-2.1
Cc1cccc(C)c1NC(=O)CCCSc1nnc(-c2ccco2)n1-c1ccccc1	-4.8
CC1CCN=C(N)S1 (stereo unspecified)	-4.7
CCOC(=O)Cn1nnnc1C(CC)N(Cc1cccs1)Cc1cc2cc(C)ccc2[nH]c1=O (stereo unspecified)	-7.0
CCc1ccccc1Nc1nc(-c2sc(N)nc2C)cs1	-178.4
CCOC(=O)CNC(=O)c1sc2ncnc(N3CCN(c4ccccc4OC)CC3)c2c1C	-2.2
O=C(Nc1ccc(Cl)cc1)N1c2ccccc2CCc2ccccc21	-11.1
Cc1[nH]c2ccccc2c1C(c1cccnc1)c1c(C)[nH]c2ccccc12	-28.3
O=C(CCn1c(=S)oc2ccccc21)Nc1ccccc1F	-3.2
CCC1(C)Cc2c(sc3nc(SCC(=O)c4ccccc4)nc(N)c23)CO1 (stereo unspecified)	4.8
CCOC(=O)c1c(NC(=O)CSc2nc3cccnc3n2C)sc(C(C)=O)c1C	-24.1
CCOc1cc(S(=O)(=O)NCc2ccc3c(c2)OCO3)ccc1F	-5.6
O=C(Oc1ccccc1C(=S)N1CCOCC1)c1ccc([N+](=O)[O-])cc1	-6.7
CC(=O)c1ccc(OCC(O)Cn2nnc3ccccc32)cc1 (stereo unspecified)	4.5
Cc1cccc2c(C(=O)N3CCOCC3)cc(-c3ccccc3)nc12	-50.7
Cc1ccc(C(=O)NC=C(Cl)Cl)cc1	-2.6
COc1ccc(-c2noc(-c3ccc(Cl)cc3)n2)cc1	-1.4
OC1CCC(n2c(-c3ccccc3)nc(=S)c3c2CCCC3)CC1 (stereo unspecified)	-2.6
Cc1cccc(-n2nc3c(c2NC(=O)c2cc(Cl)ccc2[N+](=O)[O-])CS(=O)(=O)C3)c1C	-0.9
CCN1/C(=C/c2ccc3cc(C)ccc3[n+]2CC)Sc2cc(NC(C)=O)ccc21	-121.6
COc1ccc(S(=O)(=O)Nc2ccc(Cl)cn2)c(C)c1C	-10.6
Cc1cccn2c(=O)c3cc(C(=O)NC4CCCCC4)c(=N)n(C(C)C)c3nc12	12.7
CN(C)c1cc(Nc2ccccc2)c2c3c(onc13)-c1ccccc1C2=O	17.3
COc1ccc(CCNC(=O)C2C3C=CC4(CN(Cc5cccs5)C(=O)C24)O3)cc1OC (stereo unspecified)	1.3
Cc1cc(C)nc(SCC(=O)Nc2nnc(CC(C)C)s2)n1	-14.4
Cc1ccc(C)c(N2CCN(C(=O)c3ccc(NS(=O)(=O)c4c(C)noc4C)cc3)CC2)c1	-1.2
CN1CCN(CCCNC(=O)CCC2=NS(=O)(=O)c3ccccc3N2)CC1	-2.4
CCCNS(=O)(=O)c1ccc(CCC(=O)NCc2cccnc2)cc1	2.0
Cc1ccc2c(c1)nnn2C1CCN(CC(=O)N2c3ccccc3CC2C)CC1 (stereo unspecified)	-6.6
O=C1Nc2ccccc2C12OCCCCO2	-11.7
O=C(O)CCc1ccc(-c2ccc(Br)cc2)n1CC(=O)O	-8.3
COc1cc(C(=O)NCc2n[nH]c(=S)n2-c2ccccc2)cc(OC)c1OC	1.3
CCOC(=O)N1CCN(C(=O)C(CC)n2nc(C)c3sc4ccccc4c3c2=O)CC1 (stereo unspecified)	-2.7
CCC(C(=O)N1CCN(c2ccccn2)CC1)n1nc(C)n2c(cc3occc32)c1=O (stereo unspecified)	-6.8
Cc1c(Cl)c(C)c([N+](=O)[O-])c(O)c1C=Nc1ccc(O)c(-c2nc3ccccc3o2)c1	-32.3

Carrying on.
SMILES	14-3-3g Raf
COC(=O)c1cc(-c2c[nH]c3ccccc23)n[nH]1	5.4
Cc1nc(-c2cccc([N+](=O)[O-])c2)no1	-5.0
CCn1cnc2c1c(=O)n(Cc1csc(-c3ccccc3)n1)c(=O)n2Cc1ccccc1	-6.2
CC1CCN(S(=O)(=O)c2ccc3[nH]cc(C(=O)NCCN4CCOCC4)c(=O)c3c2)CC1	-4.2&-4.9
O=C1CCN(c2cc(Nc3ccc(C(=O)O)cc3)c3c4c(onc24)-c2ccccc2C3=O)CC1	-337.8
O=C1c2cccc([N+](=O)[O-])c2C(=O)N1C1C(=O)N(c2ccc(Cl)cc2[N+](=O)[O-])C1c1cccs1 (stereo unspecified)	-9.6
Cc1cccc(N2C(=O)C(=O)/C(=C(/O)c3ccc(Cl)cc3)C2c2ccc(N(C)C)cc2)n1 (stereo unspecified)	-0.2
COCCn1c(=N)c(C(=O)NC2CCCCC2)cc2c(=O)n3cccc(C)c3nc21	2.9
CCOC(=O)CCNC(=O)CNC(=O)OCc1ccccc1	5.8
CCC(C)N1C(=O)C2C(C(=O)Nc3ccc(Cl)cc3)C3C=CC2(O3)C1C(=O)NC1CCCC(C)C1C (stereo unspecified)	-9.2
CCn1c(N2CCN(CC(=O)c3c[nH]c4ccccc34)CC2)nc2c1c(=O)[nH]c(=O)n2C	-3.1
COc1cccc(C(=O)N2CCN(C(=O)c3cccc(F)c3)CC2)c1	4.9
O=C(CCS(=O)(=O)Cc1ccccc1F)NCCc1ccccc1	-4.6
Cc1cc(N2CCCCC2)nc2ccc(NC(=O)c3cccc([N+](=O)[O-])c3)cc12	-24.2
COc1cc2nc(=S)n3[nH]c(CCn4nc(C)cc4C)nc3c2cc1OC	1.2
O=C(CC1Sc2ccc(C(F)(F)F)cc2NC1=O)Nc1ccccc1Cl (stereo unspecified)	10.1
Nc1nc(-c2cccs2)cs1	-4.7
Cc1cc(Cl)c(S(=O)(=O)NC(C(=O)O)c2ccccc2)cc1OCC(N)=O (stereo unspecified)	6.7
COc1cc2c(cc1NC(=O)COc1ccc(C)cc1Br)oc1ccccc12	3.3
Cc1nc(-c2ccc(NS(=O)(=O)c3ccc(C)c([N+](=O)[O-])c3)cc2)cs1	-17.1

Continued, overlapping the part above by 4 compounds.
SMILES	14-3-3g Raf
Nc1nc(-c2cccs2)cs1	-4.7
Cc1cc(Cl)c(S(=O)(=O)NC(C(=O)O)c2ccccc2)cc1OCC(N)=O (stereo unspecified)	6.7
COc1cc2c(cc1NC(=O)COc1ccc(C)cc1Br)oc1ccccc12	3.3
Cc1nc(-c2ccc(NS(=O)(=O)c3ccc(C)c([N+](=O)[O-])c3)cc2)cs1	-17.1
c1ccc(-c2nc3nonc3c3nc4ccccc4n23)cc1	-7.1
Cc1cc(OCC(=O)Nc2ccc(S(=O)(=O)N3CCCCCC3)cc2)ccc1Br	-21.4
CCSc1nnc2c(n1)OC(c1c(OC)ccc3ccccc13)Nc1ccccc1-2 (stereo unspecified)	-20.1
CC1CCCN(C(=O)C(Cc2ccccc2)n2cccc2)C1 (stereo unspecified)	3.3
COc1ccccc1CN1C(=O)CCC1(C)C(=O)NC1CCCC(C)C1C (stereo unspecified)	-5.9
CCn1c2ccccc2c2cc(CN3CCN(S(=O)(=O)c4ccccc4)CC3)ccc21	2.7
COc1ccc(OC)c(C2/C(=C(/O)c3ccc(C)cc3)C(=O)C(=O)N2Cc2ccco2)c1 (stereo unspecified)	-4.7
COc1cccc(-c2cc(C(=O)Nc3ccc4c(c3)OCO4)no2)c1	-17.2
O=C(OCc1ccccc1)c1cccc(N2C(=O)C3C4CCC(C4)C3C2=O)c1 (stereo unspecified)	-6.1
O=c1[nH]c(-c2ccc(-c3ccc([N+](=O)[O-])cc3)o2)nc2sc3c(c12)CCCC3	-198.4
CC1CCC(NC(=O)c2cc(=O)[nH]c3ccc(S(=O)(=O)N4CCCCCC4)cc23)CC1 (stereo unspecified)	-1.6
Cc1ccc(S(=O)(=O)N2CCC(C(=O)N3CCN(C)CC3)CC2)cc1	-1.3
COc1ccc(Cl)cc1NC(=O)CSc1nnc(Cc2cccn2C)n1-c1ccc(F)cc1	3.5
CCOC(=O)c1ccc2ncc(C(=O)OCC)c(NCCN(C)C)c2c1	-8.6
COC(=O)c1c(N)sc2c1CCN(C)C2	-17.7
O=C(O)CCCN(Cc1ccc(Cl)cc1)S(=O)(=O)c1ccc(Cl)cc1	-20.7
COc1ccc(S(=O)(=O)NCc2ccc(C(=O)NCc3cccs3)cc2)cc1	-6.6
O=C(Nc1nc(-c2ccccc2)cs1)c1ccc(-c2cccc([N+](=O)[O-])c2)o1	-32.4
Cc1ccc(N2C(=O)CC(NCc3ccccc3Cl)C2=O)cc1 (stereo unspecified)	-11.5
Cc1noc(C)c1S(=O)(=O)N1CCC(C(=O)N2CCN(c3ccccc3F)CC2)CC1	-0.3
Cc1oc(/N=C/c2ccc3c(c2)OCO3)c(C#N)c1C	-10.4
CCCCNC(=O)CCn1c(=O)c2ccccc2n(Cc2ccccc2C)c1=O	10.2
COc1ccc2c(c1)OC13CCN(C)CC1C2C(C(=O)c1ccc(F)cc1)C(=O)N3 (stereo unspecified)	-6.7
Cc1noc(C)c1CSc1ncnc2ccccc12	-7.7
CCCOc1ccc(C(=O)NCCc2c[nH]c3ccccc23)cc1	-41.6
Cc1cc(N2CCCC2)n2nc(C)nc2n1	0.5
Cc1cccc(C)c1NC(=O)Cn1c(=O)n(CCC(=O)NCc2ccco2)c(=O)c2sccc21	-6.6
CC(=NS(=O)(=O)c1ccc(C)cc1)N1CCOCC1	2.4
CCOc1ccc(S(=O)(=O)N(CC(=O)Nc2c(C)cccc2C)c2ccccc2)cc1	-7.0
Cc1cc2ccccc2c(=O)n1CC(=O)NCC(=O)N(C)C1CCCCC1	-1.3
COc1ccc2oc(=Nc3ccc(C#N)cc3)c(C(=O)NC(C)=O)cc2c1	1.9
CN1CCOc2cc(S(=O)(=O)Nc3ccc(F)cc3)ccc21	-1.7
NC(=O)CSc1nc2ccccc2n1CCOc1ccc(Cl)cc1	-5.9
COc1cccc(NC(=O)CSc2nc3ccccc3c(=O)n2CCCC(=O)N2CCCC2)c1	-7.7
O=C(c1ccc(S(=O)(=O)N2CCC(c3nc4ccccc4s3)CC2)cc1)N1CCOCC1	-0.4
COCCCNC(=O)CCC(=O)Nc1ccc2nc(N3CCOCC3)cc(C)c2c1	-0.9
COc1ccc(C(=O)Cn2nnc(-c3cccs3)n2)cc1	1.2
O=C(CCCn1c(=O)[nH]c2ccc(Br)cc2c1=O)NCCC1=CCCCC1	-10.2
COC(=O)c1cccnc1-n1c(=O)c2cccnc2n(Cc2cccc(OC)c2)c1=O	3.2
O=C(NCc1ccccn1)c1ccc(CNS(=O)(=O)c2ccc(F)cc2)cc1	-5.3
NC12CC3CC(CC(C3)C1)C2	-2.5
CC(=O)Oc1cccc(N2C(=O)C3C(C2=O)C2(C)C=CC3(C)O2)c1 (stereo unspecified)	-58.1
CCOC(=O)c1sc(NC(=O)C2CCCO2)c(C(=O)OCC)c1C (stereo unspecified)	-1.6&-17.3
COc1ccc(C2(CC#N)CCOC(C)(C)C2)cc1 (stereo unspecified)	-1.3
COc1ccc(NC(=O)COC(=O)c2ccc(Br)o2)cc1OC	-1.1
